# TDP2 absorb = blocks human TDP2 phosphodiesterase activity. recombinant TDP2, T5PNP hydrolysis, p-nitrophenol absorbance 415 nm. inhibition, % at 12.8 µM. O95551. 370,000 tested, 0.34% active;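 active = inhibition above the mean of all tested compounds plus 3 SD, set per campaign, cut at about 25% in these data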;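 also: 0% = DMSO with enzyme and 100% = buffer with substrate but no TDP2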
# Target sequence (O95551 whole entry, looked up): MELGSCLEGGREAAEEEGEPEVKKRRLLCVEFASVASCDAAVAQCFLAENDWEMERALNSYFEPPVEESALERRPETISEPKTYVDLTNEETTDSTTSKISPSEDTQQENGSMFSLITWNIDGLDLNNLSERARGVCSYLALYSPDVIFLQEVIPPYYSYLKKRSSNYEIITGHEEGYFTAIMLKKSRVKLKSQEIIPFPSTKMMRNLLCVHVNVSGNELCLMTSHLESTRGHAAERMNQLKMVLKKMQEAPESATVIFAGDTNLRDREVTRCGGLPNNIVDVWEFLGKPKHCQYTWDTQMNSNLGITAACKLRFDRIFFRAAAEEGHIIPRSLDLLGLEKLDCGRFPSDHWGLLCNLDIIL
#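 Test system: Human TDP2 enzyme | Reagent: 5 mM T5PNP | Compound dosing: 12.8 µM single point, 1% DMSO | Incubation: Enzyme reaction with compound for 2 h at 37 °C | Technique: p-Nitrophenol epi absorbance | Read-out: % inhibition relative to enzyme-containing and enzyme-free wells | Benchmarks: High control without enzyme, low control DMSO plus TDP2 | Replicates: Singlicate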
# ADAM17 inh = inhibits human ADAM17; AID 720648; P78536; 370,000 tested, 0.83% active; inhibition, % at 6.95 µM; recombinant ADAM17, EDANS/DABCYL FRET peptide cleavage;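 active = inhibition above the mean of compounds lying between control limits plus 3 SD, set per campaign, cut at about 8.5% in these data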;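 also: 0% = DMSO-only wells as the low control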
# Target sequence (P78536 215-824 limits assumed): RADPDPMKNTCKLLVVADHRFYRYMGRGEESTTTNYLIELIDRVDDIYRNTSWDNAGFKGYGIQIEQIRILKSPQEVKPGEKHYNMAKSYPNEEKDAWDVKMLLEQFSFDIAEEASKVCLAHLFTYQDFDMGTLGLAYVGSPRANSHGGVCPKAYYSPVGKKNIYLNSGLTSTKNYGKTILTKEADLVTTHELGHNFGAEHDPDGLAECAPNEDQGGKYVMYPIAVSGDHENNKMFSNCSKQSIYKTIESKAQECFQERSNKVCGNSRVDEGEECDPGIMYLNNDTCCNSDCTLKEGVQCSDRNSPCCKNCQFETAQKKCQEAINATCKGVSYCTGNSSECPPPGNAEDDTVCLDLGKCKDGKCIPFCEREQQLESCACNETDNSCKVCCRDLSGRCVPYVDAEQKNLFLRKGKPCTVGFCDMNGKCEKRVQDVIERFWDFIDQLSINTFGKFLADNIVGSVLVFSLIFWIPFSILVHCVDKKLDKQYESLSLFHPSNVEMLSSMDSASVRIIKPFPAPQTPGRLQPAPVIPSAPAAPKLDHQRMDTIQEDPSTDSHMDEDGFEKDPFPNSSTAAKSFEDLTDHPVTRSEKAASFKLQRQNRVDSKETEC
# ASAP1 inh = blocks human ASAP1-stimulated Arf1 GTP hydrolysis. GDP FP detection. inhibition, % at 16.5 µM. 360,000 tested, 0.19% active. AID 624377; in the data active = inhibition above about 25%;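 also: 0% = vehicle with enzyme and substrate and 100% = no enzyme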
# DDE Tn6 FP inh = inhibitors of Tn6 peptide binding to human fibrin DD(E); Fibrin DD(E) TRITC-Tn6 fluorescence polarization displacement; inhibition, % at 8.3 µM; 370,000 tested, 0.21% active;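 active = inhibition above a per-campaign cutoff: mean of compounds within control limits plus 3 SD, cut at about 15% in these data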;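 also: 0% = median of all compound wells on the plate and 100% = blocking peptide control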
# LEDGF integ inh = blocks HIV-1 LEDGF/p75-dependent DNA integration; TR-FRET IN-LEDGF/p75 DNA integration, Eu/Cy5; inhibition, % at 3.7 µM; 370,000 tested, 0.64% active;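 active = inhibition above the screen-wide mean plus 3 SD, cut at about 13% in these data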;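 also: signal is the Cy5 over europium emission ratio at 671 and 618 nm; 0% = plate median of compound wells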
# ARFGAP1 inh = inhibits rat ARF GTPase activating protein 1; Arfgap1-stimulated ARF1 GTP hydrolysis, GDP FP detection; inhibition, % at 16.5 µM; Q62848; 360,000 tested, 0.26% active; AID 651572;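 active = inhibition above a per-plate limit, mean inhibition of low control wells plus 3 SD, cut at about 25% in these data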;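 also: 0% = DMSO wells with enzyme and 100% = wells lacking Arfgap1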
#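 Replicates: Single well per compound | Assay system: Truncated rat Arfgap1 GAP domain | Control set: No-Arfgap1 wells (100%) versus DMSO full-reaction wells (0%) | Times: Enzyme reaction 120 min at 25 °C after 20 min preincubation | Reagent: Human ARF1(Δ1-17)-GTP substrate | Measured by: Tracer-displacement fluorescence polarization with EDTA stop, 620/688 nm | Measure: Percent inhibition of Arfgap1-stimulated GTP hydrolysis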
# DDE Tn7 FP inh = disrupts Tn7 cyclic peptide binding to fibrin D-Dimer-E complex; AID 720508; FP displacement of FITC-Tn7 peptide from fibrin DD(E); 0% = median of compound wells per plate; 370,000 tested, 0.13% active; P02675; inhibition, % at 8.3 µM;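 active = inhibition above the mean of compounds falling within the control limits plus 3 SD of them, cut at about 14% in these data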;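 also: 0% = plate median of compound wells and 100% = 10 µM Aha-Tn7 peptide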
#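 Assay system: Human fibrin DD(E) protein | Medium: Tris buffer with calcium and detergent, pH 7.8 | Reagent: 0.1 µM fluorescent Tn7 | Compound dosing: Single point at 8.3 µM | Times: 10 min preincubation, 3 h with tracer, room temperature | Detection: Fluorescence polarization of the labelled Tn7 tracer | Controls: Aha-Tn7 high control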
# ADAM10 inh = inhibits human ADAM10. O14672. recombinant ADAM10, EDANS/DABCYL FRET peptide cleavage, 3 h. inhibition, % at 7 µM. 370,000 tested, 0.62% active;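 active = inhibition above a per-campaign cutoff equal to the mean of compounds falling between control-based bounds plus 3 SD, cut at about 20% in these data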;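 also: 0% = DMSO wells while the 100% control is not disclosed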
# KLK7 zymogen act = activators of human kallikrein-7 zymogen; P49862; purified proKLK7, EDANS-DABCYL substrate fluorescence; 100% is mature enzyme control, 0% vehicle; activation, % at 7 µM; 370,000 tested, 0.9% active; AID 652039;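 active = activation above the mean of all tested compounds plus 3 SD, computed per campaign excluding outliers beyond control limits, cut at about 13% in these data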
# PLC-gamma1 inh = PLC-gamma1 (human) inhibition, primary screen. P19174. purified PLC-gamma1, fluorogenic substrate, fluorescence. inhibition, % at 12.2 µM. 370,000 tested, 0.84% active. AID 720700; in the data active = inhibition above about 9.5%
# Starred values were filed as active, the others as inactive; i = inactive; . = no result given.
# Each structure is followed by: TDP2 absorb	ADAM17 inh	ASAP1 inh	DDE Tn6 FP inh	LEDGF integ inh	ARFGAP1 inh	DDE Tn7 FP inh	ADAM10 inh	KLK7 zymogen act	PLC-gamma1 inh
> Clc1ccc(CCNc2ncnc3c2nnn3Cc2ccccc2)cc1
  -3	-8	-2	-9	3	-4	4	-8	-0.1	0
> c1ccc(-c2nnc(SCc3nc4ccccc4[nH]3)o2)cc1
  -4	-50	1	-3	-4	9	-1	-167	0.4	-72
> CCCC(=O)Nc1cc(-c2nn(C)c(=O)c3ccccc23)ccc1OC
  3	-1	-6	2	-2	7	4	-3	0.5	-8
> COc1cc2nc(C3CCC3)n(NC(=O)C(OC(C)=O)c3ccccc3)c(=O)c2cc1OC (centres undefined)
  15	-1	-5	-4	0	4	-2	-2	0.5	2
> CN(C)S(=O)(=O)c1cccc(NC(=O)COC(=O)/C=C/c2ccc3c(c2)OCO3)c1
  -13	-50	3	6	-5	-7	-3	-140	-2.7	-62
> COc1ccc(OC)c(Cc2nnc(CCC(=O)NC3CCCCC3)o2)c1
  5	-1	-16	3	3	-4	6	3	0.4	1
> Cc1nc(S/C(=C\c2ccc(OCc3ccccc3Cl)cc2)C(=O)O)n[nH]1
  0	1	1	0	2	-12	8	8	-0.5	1
> COC(=O)[C@]12CCCCC=C1N(Cc1ccccc1)C(=O)[C@H](CC(=O)NCc1cccc3ccccc13)C2
  2	5	8	-11	0	11	0	4	0.5	0
> O=C(Nc1cccc(S(=O)(=O)N2CCCCC2)c1)c1ccc(OCC2CCCO2)cc1 (centres undefined)
  -12	0	4	6	0	-7	-8	3	0.9	1
> Cc1c(C#N)c2ncnc(-c3ccccc3)c2n1-c1ccccc1
  11	-3	-2	-4	-4	-4	6	-7	0.0	0
> Cc1nc(-c2ccc(S(=O)(=O)Nc3cc(S(=O)(=O)N(C)C)ccc3C)s2)cs1
  19	2	2	-4	-4	0	-2	-2	0.1	-3
> CCCc1nc2ccc(NC(=O)c3ccco3)cc2c(=O)n1Cc1ccccc1Cl
  9	-4	-2	2	0	-1	-12	-1	0.5	-1
> O=C(NCc1ccncc1)c1csc([C@@H]2C[C@H](O)[C@@H](CO)O2)n1
  -16	4	-4	3	4	-3	-4	14	-0.2	6
> C=CCNC(=O)Cc1ccc(S(=O)(=O)N2CCOCC2)s1
  2	-17	0	-6	6	10	-3	-35	-0.5	-3
> CC(C)(C)NC(=O)Cn1c(SCC(=O)N2CCCCCC2)nc2ccccc21
  -4	-7	-7	-1	-4	-12	2	-7	0.0	-1

# The list goes on; it opens with the three that closed the last part.
# Each structure is followed by: TDP2 absorb	ADAM17 inh	ASAP1 inh	DDE Tn6 FP inh	LEDGF integ inh	ARFGAP1 inh	DDE Tn7 FP inh	ADAM10 inh	KLK7 zymogen act	PLC-gamma1 inh
> O=C(NCc1ccncc1)c1csc([C@@H]2C[C@H](O)[C@@H](CO)O2)n1
  -16	4	-4	3	4	-3	-4	14	-0.2	6
> C=CCNC(=O)Cc1ccc(S(=O)(=O)N2CCOCC2)s1
  2	-17	0	-6	6	10	-3	-35	-0.5	-3
> CC(C)(C)NC(=O)Cn1c(SCC(=O)N2CCCCCC2)nc2ccccc21
  -4	-7	-7	-1	-4	-12	2	-7	0.0	-1
> CC(C(=O)O)n1nc2ccccc2n1 (centres undefined)
  -10	-3	-3	-11	1	-7	3	3	-0.3	5
> COC(=O)c1ccccc1NC(=O)NCc1ccco1
  1	-2	-2	-4	2	4	-11	-2	-0.2	1
> C/C(=C\c1cccs1)C(=O)c1c(C)cc(C)[nH]c1=O
  1	-1	2	4	-1	3	-8	0	0.0	4
> O=c1c(=O)n2c(nn1Cc1ccc(F)cc1)sc1ccccc12
  10	-1	0	7	0	0	0	2	-0.4	3
> Cc1ccc(N(C)C(=O)N2CCN(S(=O)(=O)c3c(C)cc(C)cc3C)CC2)cc1
  -6	6	-11	-2	0	4	-5	10	0.4	3
> COc1cccc(OC)c1NC(=O)OCCN1CCCC12CCC(c1ccccc1)CC2 (centres undefined)
  2	0	.	2	4	.	-4	5	.	3
> CC/C(=N/OC(=O)c1cccc(C)c1)C(=O)c1cccs1
  6	-1	-7	-7	0	12	-1	-7	-0.3	3
> O=C(CSc1nc2ccccc2o1)NC(=O)NCc1ccccc1
  1	-2	-2	-1	29*	1	-1	4	0.3	0
> COCCNc1nnc(SCC(=O)NNC(=O)c2ccco2)s1
  5	-3	-4	-4	-6	3	-4	-10	-1.2	2
> COCc1cc(C)nc(N/N=C/c2ccc(-c3cc(C(=O)O)ccc3Cl)o2)c1C#N
  1	-5	1	0	7	-3	6	-7	-0.3	-4
> CCn1c(Cn2nnc(-c3ccccc3)n2)nnc1SCC(=O)N1CCOCC1
  2	2	-7	0	0	-10	-3	1	0.2	4
> CCCCNC(=O)COC(=O)c1ccccc1F
  -19	0	-2	3	0	-2	1	12	0.2	1
> COc1ccc(SCc2noc(C(=O)NC(C)C)c2C(=O)O)cc1
  1	-4	-13	2	-1	2	9	-3	-0.2	-1
> CN(C)Cc1c(C(=O)N/N=C/C=C/c2ccccc2)nnn1-c1nonc1N
  10	1	4	8	3	3	-4	12	0.8	-1
> N/C(=N\OC(=O)c1cccc(F)c1)c1ccccn1
  5	-4	-6	-3	1	6	2	-6	-0.7	2

# 2 entries from above, field by field:
> C/C(=C\c1cccs1)C(=O)c1c(C)cc(C)[nH]c1=O
  TDP2 absorb: 1 | ADAM17 inh: -1 | ASAP1 inh: 2 | DDE Tn6 FP inh: 4 | LEDGF integ inh: -1 | ARFGAP1 inh: 3 | DDE Tn7 FP inh: -8 | ADAM10 inh: 0 | KLK7 zymogen act: 0.0 | PLC-gamma1 inh: 4

> COc1ccc(OC)c(Cc2nnc(CCC(=O)NC3CCCCC3)o2)c1
  TDP2 absorb: 5 | ADAM17 inh: -1 | ASAP1 inh: -16 | DDE Tn6 FP inh: 3 | LEDGF integ inh: 3 | ARFGAP1 inh: -4 | DDE Tn7 FP inh: 6 | ADAM10 inh: 3 | KLK7 zymogen act: 0.4 | PLC-gamma1 inh: 1

# New compounds follow.
# Each structure is followed by: TDP2 absorb	ADAM17 inh	ASAP1 inh	DDE Tn6 FP inh	LEDGF integ inh	ARFGAP1 inh	DDE Tn7 FP inh	ADAM10 inh	KLK7 zymogen act	PLC-gamma1 inh
> O=C(c1ccc(N2CCCCS2(=O)=O)cc1)N1CCN(c2ccc(N3CCOCC3)nn2)CC1
  -5	-156	-4	8	-5	-5	2	i	5.7	-317
> Cc1nonc1NC(=O)CSc1nc2ccccc2[nH]1
  -3	-6	2	-3	4	9	0	-13	0.2	0
> CN(C)CCN=Cc1c(O)n(Cc2ccccc2)c(=O)c2ccccc12
  7	-95	-3	-1	3	3	-4	-287	9.9	-65
> Cc1cccc(NCc2ccc(O)c3ncccc23)c1C
  -10	0	-10	5	-13	-1	-1	1	0.6	-1
> O=C(Nc1c(-c2ccccc2)nc2ccccn12)c1cccs1
  1	0	-3	-4	0	4	4	6	0.2	-1
> CCOC(=O)Cn1c(=NC(=O)C(C)(C)C)sc2cc([N+](=O)[O-])ccc21
  1	-1	-11	2	-2	12	7	-14	0.3	-1
> CC(=O)Nc1ccc(NS(=O)(=O)c2ccc3c(c2)oc(=O)n3C)cc1
  -4	1	-17	1	0	4	0	3	0.1	2
> COC(=O)c1c(O)cc(C(C)(C)C)n(-c2ccc(F)cc2)c1=O
  12	-1	-5	0	-2	8	-4	-10	-0.7	-6
> O=C(CSc1ncccc1C(=O)O)NCCC1=CCCCC1
  9	-6	0	1	4	2	1	-7	-0.2	0
> CC(=O)c1c(C(C)=O)c(C)n(C(c2ccccc2)c2ccccc2)c1C
  9	-3	0	7	0	-17	5	-1	0.3	0
> CCOC(=O)c1sc(=NC(=O)CCS(=O)(=O)c2ccccc2)n(C)c1C
  -11	-3	-15	1	2	2	0	3	-0.1	-1
> Cc1nnc(Sc2c(N)n(C)c(=O)n(C)c2=O)s1
  -1	-2	-2	-6	5	14	-9	-2	0.4	4
> CCOC(=O)[C@H]1[C@H]2COc3ccc(C)cc3[C@@H]2N2C(=O)[C@@H](CO)NC(=O)[C@@]12C
  3	-3	-2	0	1	3	-6	-5	-0.3	-10
> COc1ccc(C=CC(C)=NNC(=O)c2ccncc2)cc1
  -14	4	-12	-6	3	-10	-4	0	-0.6	1
> O=C(Nc1cc2c(cc1C(=O)O)OCCCO2)c1ccc(C(F)(F)F)cc1
  -8	1	3	-6	0	-1	5	-4	0.1	-3
> O=[N+]([O-])c1ccc(C2Nc3cccc4cccc(c34)N2)cc1
  3	-1	10	-8	2	-6	5	-2	-0.2	2
> NC(Cc1ccc2nonc2c1)C(=O)O (centres undefined)
  0	-2	0	-1	0	0	2	0	0.4	1
> COc1ccc(Nc2ncc(C(=O)O)c3ccccc23)cc1
  -3	0	-9	-2	-7	-3	6	-1	0.1	-10

# Grouped by structure: the entries above containing a furan ring, fused or not.
# Each structure is followed by: TDP2 absorb	ADAM17 inh	ASAP1 inh	DDE Tn6 FP inh	LEDGF integ inh	ARFGAP1 inh	DDE Tn7 FP inh	ADAM10 inh	KLK7 zymogen act	PLC-gamma1 inh
> CCCc1nc2ccc(NC(=O)c3ccco3)cc2c(=O)n1Cc1ccccc1Cl
  9	-4	-2	2	0	-1	-12	-1	0.5	-1
> COC(=O)c1ccccc1NC(=O)NCc1ccco1
  1	-2	-2	-4	2	4	-11	-2	-0.2	1
> COCCNc1nnc(SCC(=O)NNC(=O)c2ccco2)s1
  5	-3	-4	-4	-6	3	-4	-10	-1.2	2
> COCc1cc(C)nc(N/N=C/c2ccc(-c3cc(C(=O)O)ccc3Cl)o2)c1C#N
  1	-5	1	0	7	-3	6	-7	-0.3	-4
